SKBR3 24h inh: SK-BR-3 proliferation inhibitors | SK-BR-3 viability, CellTiter-Glo ATP luminescence, 24 h; hits give low values | viability, % at 10 µM | 41,000 tested, 0.47% active;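 active = viability at or below the median of all test compounds minus 3 SD, in both replicates if run twice, cut at about 45% in these data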;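 also: 100% = median untreated cell wells and 0% = median positive control drug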
Numbers without * were called inactive.

Compound	SKBR3 24h inh
CCn1cc(/C=C(/C#N)S(=O)(=O)c2ccccc2)cn1	89
COc1ccc(S(=O)(=O)N2CCN(Cc3ccc(Cl)cc3)CC2)cc1	92
CC1CCc2sc3c(c2C1)c1ncnn1c(=O)n3CC(=O)c1ccc(Br)cc1 (stereo not given)	88
COc1cc(-c2csc(N3CCOCC3)n2)cc(OC)c1OC	85
CCOc1nc(-c2ccncc2)nc2ccccc12	91
Cn1c(=O)c(=O)n(C)c2cc(S(=O)(=O)N3CCCCC3)ccc21	104
O=c1cnn([C@@H]2O[C@H](CO)[C@@H](O)[C@H]2O)c(=O)[nH]1	89
Cc1ccc(SCC(=O)N(Cc2nc(-c3ccccc3)no2)C(C)C)cc1	101
CCC(=O)Nc1cc(NC(=O)CSc2nnc(C(C)C)n2CC)ccc1C	103
COc1cccc(-c2cc(C(=O)Nc3ccc(OC)c(OC)c3)no2)c1	69
CCn1c(=O)c(C(=O)Nc2cnccn2)c(O)c2ccccc21	97
Cc1cccc(C)c1NC(=O)C1CCCNC1 (stereo not given)	110
CN(C(=O)c1ccncc1)c1nnc(-c2cnccn2)s1	88
Cc1cccc2cc(COC(=O)c3ccccn3)c(=O)[nH]c12	121
O=C(CSc1nnc(-c2cnccn2)n1Cc1ccco1)c1ccc(Cl)c(Cl)c1	67
O=C(NCCSCc1c(F)cccc1Cl)c1ccco1	95
O=C(Nc1ccc(Cl)cc1C(=O)NCc1cccnc1)c1ccco1	87
Cc1noc(C)c1CSc1ccccc1C(=O)Nc1nccs1	74
CCOc1ccc(N2CC(=O)SC2=S)cc1	81
COc1ccc2c(c1OC)C(=O)N1c3ccccc3C(=O)N(c3ccc(F)cc3)C21 (stereo not given)	76
CC(C)CN(C#N)c1nc(N2CCOCC2)nc(N2CCOCC2)n1	84
Cc1nc(NC2=NCN(Cc3ccco3)CN2)nc2ccccc12	90
CCn1c(Cc2ccc(OC)cc2)nnc1SCC(=O)Nc1cccc(C(=O)OC)c1	97
O=C(CSc1nc(Nc2ccccc2)nc(N2CCOCC2)n1)Nc1ccccc1Cl	72
CCOC(=O)C1C2C=CC3(CN(c4cccc(Cl)c4)C(=O)C13)O2 (stereo not given)	98
Cc1cc(=O)oc2ccc(OCC(=O)N(Cc3ccc(F)cc3)Cc3ccco3)cc12	90
O=C(CCSCCC(=O)NCC1CCCO1)NCC1CCCO1 (stereo not given)	95
O=C(NS(=O)(=O)c1ccc2c(c1)OCCO2)c1ccccc1	93
CN1C(=O)c2ccccc2Sc2ccc(NC(=O)N3CCCC3)cc21	92
N#Cc1nc(-c2ccc(OCc3ccccc3)cc2)oc1N1CCC(C(N)=O)CC1	84
O=P(c1ccccc1)(c1ccccc1)C(O)c1ccco1 (stereo not given)	98
CCOC(=O)N1CCN(CC(=O)n2c(C)c(C)c3ccccc32)CC1	73
Cc1[nH]nc2c1C(c1cn[nH]c1-c1ccc(F)cc1)C(C#N)=C(N)O2 (stereo not given)	91
COc1ccc(OC)c(-c2cc(C(=O)N3CCc4ccccc4C3)no2)c1	77
CN(C)CCNc1oc(COc2ccc(Cl)cc2)nc1C#N	84
O=C1CC(c2cccc(Br)c2)C2=C(CCCC2=O)N1 (stereo not given)	75
O=C(Nc1nccs1)c1c(O)c2cccc3c2n(c1=O)CCC3	95
COc1cccc(Cn2c(C3CC3)nc3ccc(NC(=O)c4ccco4)cc3c2=O)c1	86
CCOC(=O)c1cc2cc(F)ccc2nc1C	90
COc1ccc(-c2c3c(=O)n(C)c(=O)n(C)c3cn2-c2ccccc2)cc1	89
Cc1ccccc1C(=O)N1CCC(C(=O)Nc2cccc(F)c2)CC1	101
CCCCc1cc(=O)oc2cc(C)cc(OC(C)C(=O)O)c12 (stereo not given)	98
CCOCCCNC(=O)c1ccc(CS(=O)(=O)Cc2cccc(C)c2)o1	87
O=S(=O)(CCSc1nc2ccccc2o1)Cc1ccccc1	96
CC(C)c1ccccc1NC(=O)CCCC(=O)O	104
Cc1ccc(C)c(N(CC(=O)NC2CCCC2)C(=O)CCCC(=O)Nc2ccccn2)c1	94
Cc1occc1-c1nnc(SCC(=O)Nc2ccc(F)cc2)n1Cc1ccccc1	68
COc1ccc(CSc2nnc(N)s2)cc1F	96
Cc1nn(Cc2ccccc2)c(N)c1-c1ccccc1	92
O=C(NCN1C(=O)C2C3C=CC(C3)C2C1=O)Nc1nccs1 (stereo not given)	93

Next section:
Compound	SKBR3 24h inh
CCOC(=O)C1=C(C)NC(SCC(=O)Nc2nc(C)cs2)=C(C#N)C1c1cccs1 (stereo not given)	79
Cn1nnc(NC(=O)C(c2ccccc2)c2ccccc2)n1	84
COc1cccc(-c2nc(N3CCCCC3C)c3ccccc3n2)c1O (stereo not given)	81
CCOc1ccc2[nH]c(=O)c(CN(Cc3ccco3)C(CC)c3nnnn3Cc3ccccc3)cc2c1 (stereo not given)	95
Cc1cccc(-c2nsc(SCC(=O)NCc3ccco3)n2)c1	68
CCC(=O)N(Cc1ccc(S(N)(=O)=O)cc1)C1CC(=O)N(c2ccc(OC)cc2)C1=O (stereo not given)	90
O=C(Nc1ccccc1N1CCN(C(=O)c2ccc(Cl)cc2)CC1)c1cc2ccccc2o1	70
Cc1ccc2[nH]c(=O)c(C(c3nnnn3C3CCCC3)N(Cc3cccnc3)Cc3ccco3)cc2c1 (stereo not given)	109
COc1cccc(CNC(=O)C2CCCN(S(=O)(=O)c3c(C)n[nH]c3C)C2)c1 (stereo not given)	89
CC(=O)/C(C(=N)N1CCN(c2cccc(Cl)c2)CC1)=C(\C)O	90
CCc1nnc(NC=C2C(=O)OC(C)(C)OC2=O)s1	97
CC1(C)CC(NC(=O)c2coc(=O)c(Br)c2)CC(C)(C)N1	98
CCOC(=O)N1CCC(NC(=O)CCC(=O)N2CCOc3ccccc32)CC1	106
O=C(c1cc2ccccc2oc1=O)N1CCN(CCc2ccccc2)CC1	100
O=S1(=O)NC(=NCc2ccco2)c2ccccc21	95
COc1ccc(-c2nsc3c(N4CCN(C(=O)c5ccco5)CC4)ncnc23)cc1	88
COc1cc(C2NC(=O)N(C)C3=C2C(=O)CCC3)cc(OC)c1OC (stereo not given)	111
Nc1nnc(SCC(=O)N2CCN(c3ccccc3)CC2)n1-c1ccccc1	98
CCOC(=O)N1CCN(C(=O)c2ccc(Cl)c(S(=O)(=O)N3CCOCC3)c2)CC1	95
CN1CCN(c2ccc(NC(=O)COc3ccc(Cl)cc3Cl)cc2)CC1	81
CCCNS(=O)(=O)c1ccc(CCC(=O)N2CCCCC2)cc1	89
COCCn1nnnc1C(c1ccc2ncccc2c1)N1CCc2ccccc21 (stereo not given)	85
COCCn1c(=O)[nH]c2cc(C(=O)NCCN3CCN(c4ccc(OC)cc4)CC3)ccc2c1=O	83
O=C1N2CN(C(c3ccccc3)c3ccccc3)CN=C2SC1(CO)CO	99
CCOC(=O)CCc1c(C)c(C#N)c2nc3ccccc3n2c1-n1ccnc1	90
CCCC(=O)Nc1ccccc1NC(=O)C1CCCCC1	92
CCN1C(=O)CS/C1=N\c1nccs1	96
N#CCSc1nnc(CNc2cccc(Cl)c2)o1	87
O=C(CCNS(=O)(=O)c1cccc2nonc12)NCc1cccs1	98
N#Cc1nc(N2CCCC2)nc(N2CCCC2)n1	115
Cc1cc(C)n(-c2ccc3cccc(NS(C)(=O)=O)c3n2)n1	81
C=CCn1c(Br)nc2c1c(=O)[nH]c(=O)n2C	70
Cc1c(C(=O)NC2CC2)oc2ccc(S(=O)(=O)N3CCCCCC3)cc12	96
N#CCCn1ncc2ccccc21	90
COc1cc2nc(C3CC3)n(NC(=O)c3ccc(Cl)cc3)c(=O)c2cc1OC	93
C/C(NCCN1CCOCC1)=C(\C#N)C(N)=O	94
COc1ccc(O)c(-c2[nH]ncc2C(=O)c2ccccc2C)c1	85
O=C(Nc1c(F)cc(F)cc1Br)c1cccnc1	83
O=c1c2ccccc2nc2sc3ccccc3n12	76
CC(CN(C)Cc1ccccc1)OC(=O)c1cccs1 (stereo not given)	108
O=C(Cn1nnc(-c2ccccc2-n2cnnn2)n1)c1ccccc1	92
O=C(c1cc(-c2ccc(F)cc2)on1)N1CCCC1	82
CCCCc1nc2n[nH]c(N)c2c2c1CCC2	98
CCN1C(=O)C2(C(C(=O)c3ccc(C)o3)=C(O)C(=O)N2CCCN2CCOCC2)c2ccccc21 (stereo not given)	92
Cc1ccc(-c2noc(CN(C(=O)CCCN3C(=O)c4ccccc4C3=O)C(C)C)n2)cc1	83
Cc1ccccc1Cn1nnc(-c2cccc(C(=O)O)c2)n1	105
CC(=O)n1cc(C2C(=O)CCCC2=O)c2ccccc21	119
Cc1ccc(-c2nc3cccnc3o2)cc1NC(=O)COc1ccc(Cl)cc1C	58
CCCCc1n[nH]c2c1/C(=N/O)CC(c1ccccc1)C2 (stereo not given)	51
Cc1cnn(Cc2ccccc2)c1N	66

(listing goes on)
Compound	SKBR3 24h inh
Cc1nn(C)cc1CNC(=O)c1cnn2c(C(F)F)cc(C3CC3)nc12	81
COc1nc(NC(C)=O)nc(C)c1Br	111
O=C(Nc1nsc(-c2ccccc2)n1)c1cccs1	88
CC(=O)Oc1ccc(NC(=O)Cc2ccccc2)cc1	96
O=C(CSc1nnc2scc(-c3ccccc3)n12)Nc1nsc(-c2ccccc2)n1	95
CCN1C(=O)CC(n2c(C)nc3ccccc32)C1=O (stereo not given)	102
COc1ccccc1N1CCN(CC(O)COc2cccc3ccccc23)CC1 (stereo not given)	91
CN(c1ccc(F)cc1)S(=O)(=O)c1ccc2[nH]cc(C(=O)O)c(=O)c2c1	96
Cc1[nH]c(=O)[nH]c(=O)c1CSc1nnc([C@H](CC(C)C)NC(=O)OC(C)(C)C)o1	73
N#Cc1nc(COc2ccccc2F)oc1NCCCn1ccnc1	75
N#Cc1nc(-c2ccco2)oc1N1CCN(Cc2ccccc2)CC1	76
O=C1CCCCC(=O)N(c2ccccc2)c2ccccc21	96

31 consecutive compounds already listed, for reference:
Compound	SKBR3 24h inh
C=CCn1c(Br)nc2c1c(=O)[nH]c(=O)n2C	70
Cc1c(C(=O)NC2CC2)oc2ccc(S(=O)(=O)N3CCCCCC3)cc12	96
N#CCCn1ncc2ccccc21	90
COc1cc2nc(C3CC3)n(NC(=O)c3ccc(Cl)cc3)c(=O)c2cc1OC	93
C/C(NCCN1CCOCC1)=C(\C#N)C(N)=O	94
COc1ccc(O)c(-c2[nH]ncc2C(=O)c2ccccc2C)c1	85
O=C(Nc1c(F)cc(F)cc1Br)c1cccnc1	83
O=c1c2ccccc2nc2sc3ccccc3n12	76
CC(CN(C)Cc1ccccc1)OC(=O)c1cccs1 (stereo not given)	108
O=C(Cn1nnc(-c2ccccc2-n2cnnn2)n1)c1ccccc1	92
O=C(c1cc(-c2ccc(F)cc2)on1)N1CCCC1	82
CCCCc1nc2n[nH]c(N)c2c2c1CCC2	98
CCN1C(=O)C2(C(C(=O)c3ccc(C)o3)=C(O)C(=O)N2CCCN2CCOCC2)c2ccccc21 (stereo not given)	92
Cc1ccc(-c2noc(CN(C(=O)CCCN3C(=O)c4ccccc4C3=O)C(C)C)n2)cc1	83
Cc1ccccc1Cn1nnc(-c2cccc(C(=O)O)c2)n1	105
CC(=O)n1cc(C2C(=O)CCCC2=O)c2ccccc21	119
Cc1ccc(-c2nc3cccnc3o2)cc1NC(=O)COc1ccc(Cl)cc1C	58
CCCCc1n[nH]c2c1/C(=N/O)CC(c1ccccc1)C2 (stereo not given)	51
Cc1cnn(Cc2ccccc2)c1N	66
Cc1nn(C)cc1CNC(=O)c1cnn2c(C(F)F)cc(C3CC3)nc12	81
COc1nc(NC(C)=O)nc(C)c1Br	111
O=C(Nc1nsc(-c2ccccc2)n1)c1cccs1	88
CC(=O)Oc1ccc(NC(=O)Cc2ccccc2)cc1	96
O=C(CSc1nnc2scc(-c3ccccc3)n12)Nc1nsc(-c2ccccc2)n1	95
CCN1C(=O)CC(n2c(C)nc3ccccc32)C1=O (stereo not given)	102
COc1ccccc1N1CCN(CC(O)COc2cccc3ccccc23)CC1 (stereo not given)	91
CN(c1ccc(F)cc1)S(=O)(=O)c1ccc2[nH]cc(C(=O)O)c(=O)c2c1	96
Cc1[nH]c(=O)[nH]c(=O)c1CSc1nnc([C@H](CC(C)C)NC(=O)OC(C)(C)C)o1	73
N#Cc1nc(COc2ccccc2F)oc1NCCCn1ccnc1	75
N#Cc1nc(-c2ccco2)oc1N1CCN(Cc2ccccc2)CC1	76
O=C1CCCCC(=O)N(c2ccccc2)c2ccccc21	96

Screens: PubChem BioAssay, SRMLSC

Some of the compounds tested, so the mix of outcomes need not match the whole.
